High-throughput results deposited in PubChem by National Center for Advancing Translational Sciences (NCATS).
BRCA1 expr act: qHTS Assay to Identify Small Molecule Activators of BRCA1 Expression; MCF7-BRCA1-FFLuc reporter, luminescence, 48 h; response scale: scaled: vehicle 0%, 10 µM genistein 100%; Potency, µM (titrated, usually from 46.1 µM), for inactives: at the top dose activation, actives largely listed as activators; actives 1.1% (n = 380,000); active = well fitted activation curve with a large enough effect; inconclusive = small, poorly fitted or top-dose-only effect; inactive = no such curve, though single readings can be large or run the other way; note: nearly all actives have a fitted effect of over 80% in size; some results filed as inactive show a strong effect at the top dose
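Luminescence from a BRCA1-driven firefly luciferase in MCF7 cells was the read-out, taken 15 min after substrate addition following 48 h compound exposure at 37 °C. Data were normalized to a 10 microM genistein control and DMSO vehicle.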
Starred values were filed as active, the others as inactive; ? = inconclusive. Potency is the fitted concentration of half-maximal effect.

SMILES	BRCA1 expr act
COc1ccc(Cc2c(-c3ccc(C#N)cc3)nc3c4ccccc4ccn23)c(C)c1	-28%
CC(OC(=O)c1nc(Cl)ccc1Cl)C(=O)NCc1ccccc1 (stereo not drawn)	10%
COc1ccccc1-c1cccc(-c2nc(C(=O)Nc3nccs3)cc3c2[C@@H](CCO)N(C(C)=O)C3)c1	-67%
C[n+]1cccc(NC(=O)c2ccccc2)c1	2%
Cc1cc2oc(=O)cc(CN(C)Cc3ccccc3)c2cc1Cl	82%
O=C(NN=Cc1ccc2c(c1)CCC2)c1ccccc1[N+](=O)[O-]	11%
CC1(C(=O)NCC2CC2)Cc2c(-c3ccccc3)ccnc2O1 (stereo not drawn)	7%
COCCNc1nc(-c2ccc(OC)cc2C)c2sc(-c3ccccc3)cc2n1	-53%
C(=Cc1nc2ccccc2o1)c1ccc2c(c1)OCO2	?
CSc1ccc(OC2(C)CCN(Cc3ccc(OC(F)(F)F)cc3)C2)cc1 (stereo not drawn)	-6%
O=C(Nc1c2c(nn1-c1ccccc1)CS(=O)(=O)C2)c1ccc(Br)o1	-13%
CC1(C(=O)NCc2ccccc2Br)CCN1Cc1ccc2ccccc2c1 (stereo not drawn)	-47%
C[C@H](CO)N1C[C@H](C)[C@@H](CN(C)Cc2ccncc2)OCCCC[C@H](C)Oc2ccc(NC(=O)CCCN(C)C)cc2C1=O	21%
CC(C)(C)c1ccc(C(=O)N2CCC2(C)C(=O)NS(=O)(=O)c2ccc(C#N)cc2)cc1 (stereo not drawn)	7%
CC1C(=O)N(Cc2cn(CC3CCCCC3)nn2)CCS(=O)(=O)N1Cc1ccc(-c2ccc(Cl)cc2)cc1 (stereo not drawn)	-30%
COc1ccc(Nc2c(-c3ccc(C)o3)nc3ccccn23)cc1	7%
COc1cc2oc(=O)cc(CN3CCCCC3)c2cc1Cl	14%
COc1cc2ccc(C(C)=O)cc2cc1OC	-27%
CC(=O)Nc1cc(-c2ccc(CO)cc2)cn2c(-c3cccc(C(F)(F)F)c3)cnc12	-9%
O=C1Cc2cc(S(=O)(=O)N3CCN(c4ccc(O)cc4)CC3)ccc2N1	-7%
Cc1ccc([C@@H]2C[C@H]3[C@@H](CN2S(=O)(=O)c2ccc(C)cc2)C(=O)C[C@@H](c2ccc(Cl)cc2)N3S(=O)(=O)c2ccc(C)cc2)cc1	0%
CCCOc1ccc(/C=C/C(=O)N2CCN(C(=O)c3ccco3)CC2)cc1OC	-20%
CC(C)(C)C(=O)N1CCC2CC1c1cc(-c3ccc4c(c3)OCO4)ccc12 (stereo not drawn)	-26%
O=C(Nc1cccc2ccccc12)c1ccc2sc([C@@H]3O[C@H](CO)[C@H](O)[C@H](O)[C@H]3O)nc2c1	4%
O=C(COC(=O)Cc1ccc(Cl)cc1Cl)NCc1ccccc1	-8%

Overlap with the part before: 3 entries; new compounds follow.
SMILES	BRCA1 expr act
CC(C)(C)C(=O)N1CCC2CC1c1cc(-c3ccc4c(c3)OCO4)ccc12 (stereo not drawn)	-26%
O=C(Nc1cccc2ccccc12)c1ccc2sc([C@@H]3O[C@H](CO)[C@H](O)[C@H](O)[C@H]3O)nc2c1	4%
O=C(COC(=O)Cc1ccc(Cl)cc1Cl)NCc1ccccc1	-8%
O=c1[nH]/c(=C\c2ccc([N+](=O)[O-])cc2)c(=O)[nH]/c1=C\c1ccc([N+](=O)[O-])cc1	3%
CC1(C(=O)Nc2ccc3c(c2)OCO3)CCN1C(=O)Cc1cc(F)ccc1F (stereo not drawn)	17%
CC(C)(C)C(=O)OCCNc1nc(-c2cccs2)nc2ccccc12	0%
CC(C)(C)Cc1c(-c2ccc(C#N)cc2)nc2c(Cl)cc(C(F)(F)F)cn12	-63%
O=C(NCCN1CCOCC1)c1ccc(NC(=O)c2ccc(Br)o2)cc1	3%
CCOc1ccccc1C(=O)NCC(=O)N(C)CC(=O)Nc1ccc(N2CCOCC2)cc1	-18%
COc1cccc(/C=C2\SC(=S)N(CCCC(=O)N3CCOCC3)C2=O)c1	0%
CC(=O)c1cccc(-c2ccnc3c2CC(C(=O)NCCC(F)(F)F)O3)c1 (stereo not drawn)	-38%
CN(C)CCNC(=O)c1cccc2c(-c3ccc(F)c(F)c3)coc12	-1%
O=C(COc1ccccc1C(=O)Nc1ccccc1)Nc1ccccc1Br	-20%
CCCC(C)(C)C(=O)N1CCC1(C)C(=O)Nc1ccc2c(c1)OCCO2 (stereo not drawn)	-9%
O=C(O)C1C2CCC1C(O)C2 (stereo not drawn)	7%
COC(=O)[C@@]1(Sc2ccc(C)cc2)CC(=O)N(c2ccc(Cl)cc2)[C@@H]1c1ccccc1	-10%
CC(C)C[C@H]1CN([C@@H](Cc2ccc(O)cc2)CN2CCC[C@@H]2CN2C(=S)NC[C@@H]2Cc2ccccc2)C(=S)N1CCc1ccccc1	-50%
CN(C)N=Nc1ccc(S(=O)(=O)N2CCSC2C(=O)O)cc1 (stereo not drawn)	-4%
O=C(O)c1ccc(CN2C[C@@H](CO)O[C@@H](n3cnc4c(NCc5ccc(F)cc5)ncnc43)C2)cc1	7%
CNC(=O)C[C@H]1C(=O)N(c2ccc(OC)cc2)C[C@@H]1Cc1ccccc1	6%
CC1(C(=O)NC2CCCCC2)CCC(=O)N1CC(F)(F)F (stereo not drawn)	16%
COC(=O)[C@]12CCCCC=C1N(CCC1=CCCCC1)C(=O)[C@H](CC(=O)N1CCOCC1)C2	3%
Cc1ccc2c(c1)N(Cc1ccccc1)C(=O)C(C)O2 (stereo not drawn)	11%
Cc1cc(O)ccc1-c1cc(C(=O)NCc2cc(C(F)(F)F)cc(C(F)(F)F)c2)[nH]n1	-34%
C[C@H]1CN([C@@H](C)CO)C(=O)CCCn2cc(nn2)CO[C@@H]1CN(C)C(=O)CCC(F)(F)F	12%
O=C(Nc1ccccc1)Nc1ncc(C(F)(F)F)cc1Cl	-39%
CCOC(=O)[C@]12CCCC=C1N(Cc1ccc(Cl)cc1Cl)C(=O)[C@H](CC(=O)N1CCCC1)C2	3%
CCCCNC(=O)C1(C)CCC(=O)N1CCc1c[nH]c2ccccc12 (stereo not drawn)	20%
(cont.)
SMILES	BRCA1 expr act
CCN(CC)C(=O)C1=C(C)N(Cc2ccc(F)cc2)C(=O)C(CC(=O)NCCN2CCOCC2)C1 (stereo not drawn)	1%
CCCS(=O)(=O)NC(=O)C1(C)CCCN(C(=O)c2ccc(C(F)(F)F)cc2)C1 (stereo not drawn)	56%
COc1ccc(CCNC(=O)c2cc3cc(Cl)ccc3nc2N)cc1OC	-40%
O=C(Nc1ccc2c(c1)OCO2)c1cc(C2CCCN(C(=O)CCCc3ccccc3)C2)on1 (stereo not drawn)	18%
CC1C(=O)N(Cc2cn(Cc3ccco3)nn2)CCS(=O)(=O)N1Cc1ccc(-c2ccc(Cl)cc2)cc1 (stereo not drawn)	-25%
O=C(COC(=O)CSc1ccc(F)cc1)NC1CC1	-23%
O=C(CCN1C(=O)CC1c1ccco1)N1CCOCC1 (stereo not drawn)	9%
CC(C)Nc1ncnc2c1ncn2[C@H]1CN(Cc2ccc(-c3ccccc3)cc2)C[C@@H](CO)O1	-20%
CC1(C(=O)NCCc2ccccc2)Cc2c(-c3ccc(C(N)=O)cc3)ccnc2O1 (stereo not drawn)	-3%
CCCc1ccc(C(O)c2ncc(-c3ccccc3F)[nH]2)cc1 (stereo not drawn)	77%
CN1CCN(c2nc3cc(N4CCOCC4)ccc3s2)CC1	78%
CN(Cc1ccccn1)C(=O)c1cc(COc2ccc(F)cc2Cl)on1	82%
OC(c1cccc(Cl)c1)c1nc(-c2cc3ccccc3o2)cs1 (stereo not drawn)	66%
CN(C)C(=O)COC(=O)c1ccccc1OCC(=O)Nc1ccc(Br)cc1	-1%
Cc1cccc(C)c1NC(=O)CN1CCN(c2ccc(C(F)(F)F)cn2)CC1	-7%
CC(C)COC(=O)N(C)C[C@@H]1OCc2cn(nn2)CCCC(=O)N([C@@H](C)CO)C[C@H]1C	23%
Cc1cccc2cc(CN(Cc3ccccc3)Cc3nnnn3Cc3ccccc3)c(=O)[nH]c12	4%
Cc1ccccc1C1(O)c2ccccc2-c2ccccc21	8%
CCN1C(=O)[C@H]2[C@@H](c3ccc(C(F)(F)F)cc3)N[C@]3(CCCN(Cc4ccc(OC)cc4)C3=O)[C@H]2C1=O	4%
O=S(=O)(c1ccc2c(c1)CCC2)N1CCN(c2nc(-c3ccccc3)nc3ccccc23)CC1	0%
CC1CCCCC1NC(=O)CSc1nnc(C(F)(F)F)n1C (stereo not drawn)	-5%
CC(C)C(=O)Nc1cccc(S(=O)(=O)NC2=NCCC2)c1	-2%
CCOC(=O)C1(C)CCCN1C(=O)c1ccc(F)c(Cl)c1 (stereo not drawn)	-8%
Cn1c(SCC(=O)NCc2ccco2)nnc1-c1ccc(NC(=O)c2ccccc2)cc1	20%
COCCNc1nc(-c2ccccc2F)c2sc(-c3ccccc3)cc2n1	-20%
Next part:
SMILES	BRCA1 expr act
COCC1CCCCN1C(=O)c1cc(COc2ccc(C)c(C)c2)on1 (stereo not drawn)	11µM*
CCN(CC(=O)Nc1ccc(OC)cc1)CC(=O)Nc1cccc(S(=O)(=O)N2CCOCC2)c1	-19%
CCCN1CNc2c(c(=O)[nH]c(=S)n2CCC)C1	0%
CN(CCC#N)c1ccc(C=C(C#N)c2ccc(Br)cc2)cc1	37%
CC1(C)OCC(CNC(=O)c2[nH]c(C(F)(F)F)nc2-c2ccccc2)O1 (stereo not drawn)	0%
CCCCCCN1CCN(C2CN(CCCC)S(=O)(=O)C2)CC1 (stereo not drawn)	16%
Fc1cccc(Cc2c(C3CCCCC3)nc3ccc(Cl)cn23)c1	3%
Nc1ncnc2c1ncn2[C@@H]1O[C@H](C(=O)NCc2ccc3c(c2)OCO3)[C@@H](O)[C@H]1O	-2%
O=CNc1cc(-c2cccc(F)c2)cn2c(-c3ccc(F)cc3)cnc12	-36%
COCCCN1C(=O)C(CC(=O)NCc2cccc3ccccc23)CC(C(=O)N(C)C)=C1C (stereo not drawn)	4%
CC1(C(=O)NS(=O)(=O)c2ccccc2OC(F)(F)F)CCN1C(=O)Cc1ccccc1 (stereo not drawn)	-7%
COc1ccc(S(=O)(=O)N2CCC(C(=O)NCCC(=O)NCCc3cccc(F)c3)CC2)cc1	-7%
Cc1ccc2c(c1)sc1nncn12	6%
COc1ccc(CN(C(C)=O)c2cc(C)c([N+](=O)[O-])cc2OC)cc1OC	-6%
C[C@@H]1CCCCO[C@H](CN(C)C(=O)Nc2cccc3ccccc23)[C@@H](C)CN([C@H](C)CO)C(=O)c2cc(N(C)C)ccc2O1	-2%
O=c1[nH]c(=S)[nH]c2c1C(c1ccc(Cl)cc1)OC(C1CCCCC1)C2 (stereo not drawn)	-40%
Cc1cccnc1C(NC(=O)C1CCN(Cc2ccc(Oc3ccccc3)cc2)CC1)c1ccc(F)cc1 (stereo not drawn)	-26%
COCCNC(=O)C1(C)CCCN(Cc2cccc(F)c2)C1 (stereo not drawn)	14%
COc1cccc(C(=O)N2CCC[C@@H]2C(=O)N2CCC[C@@H]2C(=O)NCc2ccccc2Cl)c1	5%
COCCNC(=O)C1CCCN(Cc2ccc(C)cc2)CC1 (stereo not drawn)	2%
C[C@@H]1CN([C@H](C)CO)C(=O)CCCn2cc(nn2)CO[C@H]1CN(C)S(=O)(=O)c1ccc(-n2cccn2)cc1	0%
Cn1c(=O)c2c(-c3ccccc3)n(-c3ccccc3F)cc2n(C)c1=O	-3%
CCC(C)C(CO)NC(=O)/C=C/[C@H]1O[C@@H](n2cnc3c(NC(=O)c4ccccc4)ncnc32)[C@H](O)[C@@H]1O (stereo partly drawn)	4%
CSc1ccc(C(O)c2ncc(-c3ccccc3Cl)[nH]2)cc1 (stereo not drawn)	11%
C[N+]1(CC(=O)c2c3ccccc3cc3ccccc23)CCOCC1	3%
CC1=CC(=O)Nc2ncccc2O1	24%
C[C@@H]1CCCCO[C@@H](CN(C)C(=O)C2CCCCC2)[C@@H](C)CN([C@H](C)CO)C(=O)c2cc(NC(=O)NC3CCCCC3)ccc2O1	0%
COC(=O)[C@]12CCCCC=C1N(Cc1cccc3ccccc13)C(=O)[C@H](CC(=O)NCCCN1CCCC1=O)C2	3%
CCCCn1nnnc1C(c1ccccc1)N1CCN(c2ccccc2OC)CC1 (stereo not drawn)	-4%
Brc1ccc2nc(-c3ccccc3)c(Cc3ccsc3)n2c1	?

At a glance, some entries already given.
SMILES	BRCA1 expr act
C[N+]1(CC(=O)c2c3ccccc3cc3ccccc23)CCOCC1	3%
CC1=CC(=O)Nc2ncccc2O1	24%
C[C@@H]1CCCCO[C@@H](CN(C)C(=O)C2CCCCC2)[C@@H](C)CN([C@H](C)CO)C(=O)c2cc(NC(=O)NC3CCCCC3)ccc2O1	0%
COC(=O)[C@]12CCCCC=C1N(Cc1cccc3ccccc13)C(=O)[C@H](CC(=O)NCCCN1CCCC1=O)C2	3%
CCCCn1nnnc1C(c1ccccc1)N1CCN(c2ccccc2OC)CC1 (stereo not drawn)	-4%
Brc1ccc2nc(-c3ccccc3)c(Cc3ccsc3)n2c1	?

Given field by field: part of the list above
O=C(O)C1C2CCC1C(O)C2 (stereo not drawn)
  BRCA1 expr act: 7%
O=C(NN=Cc1ccc2c(c1)CCC2)c1ccccc1[N+](=O)[O-]
  BRCA1 expr act: 11%

These rows are one share of the data; the hit share may differ from the screen's.
